Bioassay records from PubChem BioAssay.
D2 agonist – activates the human D2 dopamine receptor; P14416; HEK293 T-REx D2 cells, calcium flux agonist mode; activation, % at 2 µM; 0.53% of 340,000 active; AID 485358;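 active = activation over 3 SD above normal in the single-dose calcium agonist read, cut at about 30% in these data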; note: 0% is about no effect
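HEK293 Trex D2 cells, tetracycline-induced, o/n 30 C 5% CO2; no-wash Ca dye, RT 30–90 min; 10-cycle baseline, 23 nl cpd added, kinetic Ca read 180 s; agonist hits = positive Ca response.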
D2 antag – antagonists of human D2 dopamine receptor | P14416 | HEK293 TREx D2 cells, calcium flux, dopamine EC80 | inhibition, % at 10 µM | 2% of 340,000 active | AID 485344; in the data active = inhibition above about 30%; note: 0% is about no effect
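HEK293 T-REx D2 cells, tet-induced, calcium dye no-wash. Cpd pintool add, 180 s kinetic, then EC80 DA, 180 s kinetic. Ca flux read.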
TRHR agonist – activates the human TRH receptor; TRHR cells, calcium flux fluo-8, FDSS agonist mode; 0.18% of 360,000 active; activation, % at 2 µM; in the data active = activation above about 30%; note: 0% is about no effect
Target sequence (P34981 whole entry, looked up): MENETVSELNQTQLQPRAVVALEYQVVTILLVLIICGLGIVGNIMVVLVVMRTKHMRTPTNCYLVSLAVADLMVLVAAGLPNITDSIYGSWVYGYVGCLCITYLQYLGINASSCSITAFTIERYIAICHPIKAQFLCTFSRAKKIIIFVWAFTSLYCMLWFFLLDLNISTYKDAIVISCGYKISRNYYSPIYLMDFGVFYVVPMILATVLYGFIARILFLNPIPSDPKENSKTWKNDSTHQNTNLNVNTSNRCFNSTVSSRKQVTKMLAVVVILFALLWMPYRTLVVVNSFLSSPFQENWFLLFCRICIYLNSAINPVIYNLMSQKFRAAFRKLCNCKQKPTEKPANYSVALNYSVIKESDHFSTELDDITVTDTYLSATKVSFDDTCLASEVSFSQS
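TRHR-expressing cells loaded with fluo-8 calcium dye; 23 nL library compound pin-transferred, kinetic FDSS fluorescence (Ex 480/Em 530) recorded about 180 s for agonist-induced calcium release, before a 10 nM TRH EC20 addition for potentiator mode.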
mIDH1 inhibitor – human IDH1 R132H inhibition; O75874; IDH1-R132H enzyme, NADPH consumption, diaphorase/resazurin fluorescence; Potency, µM (doses to about 76.6 µM), without a hit: at the top dose activity change, negative = inhibition, hits mostly inhibitors; 0.093% of 390,000 active; note: potency is the fitted concentration of half-maximal effect; % is set by controls: 0 for no effect and ±100 for the full control effect; nearly all actives have a fitted effect of over 65% in size
Target sequence (O75874 whole entry R132H, stated change not applied): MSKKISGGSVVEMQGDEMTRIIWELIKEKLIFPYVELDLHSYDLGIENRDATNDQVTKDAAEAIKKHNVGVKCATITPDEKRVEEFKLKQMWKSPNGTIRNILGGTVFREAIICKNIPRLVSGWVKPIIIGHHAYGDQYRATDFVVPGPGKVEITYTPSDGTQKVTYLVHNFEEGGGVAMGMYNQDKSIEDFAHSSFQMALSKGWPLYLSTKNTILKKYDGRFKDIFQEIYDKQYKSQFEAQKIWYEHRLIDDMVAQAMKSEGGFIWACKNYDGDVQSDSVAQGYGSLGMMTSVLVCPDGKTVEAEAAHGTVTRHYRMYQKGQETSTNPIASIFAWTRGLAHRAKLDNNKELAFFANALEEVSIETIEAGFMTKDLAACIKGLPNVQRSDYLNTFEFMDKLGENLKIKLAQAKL
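IDH1-R132H (0.5 ug/mL dispensed) in pH 7.5 Tris buffer was preincubated 30 min with compound, then given a substrate mix of 0.016 mM NADPH and 2 mM alpha-KG for 80 min at room temperature; remaining NADPH was read by diaphorase/resazurin fluorescence.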
PI4K2A block – PI4K2A (human) kinase inhibition. Q9BTU6. purified PI4K2A, ADP-Glo luminescence, 1 h; hits give low values. activity change, negative = inhibition, % at 76.9 µM. 0.13% of 420,000 active; in the data active = activity change below about -50%; inconclusive = mostly about -30% to -49%;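 note: -100% = wells without enzyme as full effect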
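Compounds are screened against recombinant PI4K2A using PI as substrate and ATP, the latter dispensed at 300 microM. Reactions run one hour at ambient temperature before ADP-Glo detection; full inhibition defined by wells lacking enzyme.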
USP1 inh – blocks the human USP1/UAF1 deubiquitinase complex; O94782; Potency, µM (series often up to 57.1 µM), for inactives: at the top dose activity change, negative = inhibition, hits mostly inhibitors; 0.23% of 390,000 active; recombinant USP1/UAF1, Ub-Rhodamine cleavage fluorescence; note: potency is the fitted concentration of half-maximal effect; % is set by controls: 0 for no effect and ±100 for the full control effect; nearly all actives have a fitted effect of over 60% in size; inactives centre near -12
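High-throughput fluorogenic screen: 1nM USP1/UAF1 complex, Ub-Rho substrate 150nM final, 50mM HEPES pH 7.8 with 0.5mM EDTA, 0.1 mg/ml BSA, 1mM TCEP and 0.01% Tween-20.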
TRHR PAM – TRH receptor (human) allosteric enhancement; 0.66% of 360,000 active; enhancement, % at 2 µM; TRHR cells, fluo-8 calcium fluorescence, EC20 TRH enhancement; P34981; AID 493056; in the data active = enhancement above about 30%; note: 0% is about no effect
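TRHR-expressing cells loaded with fluo-8 calcium dye were read kinetically (ex 480/em 530) during compound addition, then stimulated with an EC20 of TRH (10 nM final). Enhancement of the Gq-mediated intracellular calcium response was scored.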
TrxR1 substrate – is turned over as a substrate by rat TrxR1 | O89049 | purified TrxR1 substrate turnover, NADPH consumption readout | Potency, µM (top dose mostly 114 µM), inactives show at the highest dose activity change, negative = substrate turnover | 0.01% of 390,000 active | AID 588456; note: potency is the fitted concentration of half-maximal effect; % is set by controls: 0 for no effect and ±100 for the full control effect; nearly all actives have a fitted effect of over 50% in size
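Rat TrxR1, dispensed at 90 nM, was prereduced with 400 uM NADPH (final) for 5 min at ~22 deg C, then incubated with compound 15 min before 400 uM selenite. A first-read NADPH fluorescence drop versus no-compound background flagged substrates.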
rTrxR1 inhibitor – blocks rat thioredoxin reductase 1 | recombinant rTrxR1, NADPH fluorescence consumption, selenite substrate | 1% of 390,000 active | O89049 | Potency, µM (doses to about 114 µM), for the others: top-dose activity change, negative = inhibition, actives largely listed as inhibitors | AID 588453; note: potency is the fitted concentration of half-maximal effect; % is set by controls: 0 for no effect and ±100 for the full control effect; nearly all actives have a fitted effect of over 65% in size
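Rat TrxR1 (90 nM in the dispensed reagent) was pre-reduced with 400 uM NADPH for 5 min at room temperature, then incubated with compound for 15 min. After 400 uM selenite was added, NADPH fluorescence (Ex 340/Em 450 nm) was followed for 8 min.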
The depositor's hits bear a star; ? = inconclusive; · = no result given; & = joins results of further samples; [ ] = dose if it differs, or a comment. Unless noted, calls come from the whole dose curve; as a rule, active = well fitted inhibition curve with a large enough effect; inconclusive = small, poorly fitted or top-dose-only effect; inactive = no such curve, though single readings can be large or run the other way.

SMILES	D2 agonist	D2 antag	TRHR agonist	mIDH1 inhibitor	PI4K2A block	USP1 inh	TRHR PAM	TrxR1 substrate	rTrxR1 inhibitor
CCC(=O)NNC(=O)CCC(=O)Nc1ccc(C)cc1C	·	·	1.5	6%	-8	-19%	3	6%[57.1 µM]	19%[57.1 µM]
CCCOc1ccc(C2CC(=O)NC2=O)cc1 (configuration not stated)	0.8	-1	0.4	3%	6	?	12	7%[11.4 µM]	19%[11.4 µM]
O=S(=O)(c1ccc(SCc2ccccc2)nc1)N1CCCCC1	0.6	-2	0.4	-3%	-9	-10%	-5	4%	18%
CCc1nc2ccc(C(=O)N3CCN(c4ccccc4)CC3)cc2nc1CC	-1.0&0.3	-26	2.2&-1.1	-8%&6%	1&2	-21%&-23%	1&-1	-3%	18%
CCCCN(c1ccccc1)c1ncnc2c1cnn2-c1ccc(Cl)cc1	-0.4	·	0.5	-17%	7	-22%	12	6%[57.1 µM]	26%[57.1 µM]
CCC(C(=O)Nc1cccc(C#N)c1)n1c(=O)c(-c2ccccc2NC(C)=O)nc2ccccc21 (configuration not stated)	-0.2	·	-1.0	5%	1	?	-7	-2%	4%
N#Cc1c(-n2cccc2)cccc1-n1cccc1	-0.7	0	-0.2	1%	0	-6%	15	-8%	-3%
COc1ccc(CCc2cc(OC)cc(=O)o2)cc1	-0.7	-4	-0.5	10%	3	-21%	-4	9%[57.1 µM]	11%[57.1 µM]
Cc1ccc2oc(=O)c(/C=C(\O)C(C)(C)C)nc2c1	1.4	0	0.5	8%	-5	-20%	16	-1%	-2%
OCC1(CCc2ccccc2)CCN(Cc2cc(F)ccc2-n2cccn2)CC1	0.7	-12	-0.3	-4%	2	-18%	-8	0%	17%
Cc1ccc(S(=O)(=O)CCC(=O)N(CCN2CCOCC2)c2nc3ccccc3s2)cc1	-0.8	12	-0.1	2%	-1	-11%	-2	-9%	?
O=C(COc1ccc([N+](=O)[O-])cc1)NCCc1nc2ccccc2[nH]1	-0.7	6	-0.3	2%	12	-22%	10	2%	10%
COc1ccc(/C=C2/CCc3ccccc3C2=O)cc1CN1CCOCC1	-6.6	4	-0.3	1%	4	-6%	-4	-14%	-11%
COc1cc(/C=N\NC(=O)c2ccc(-c3ccccc3)cc2)cc(Br)c1O	0.6	-9	1.7	3%	1	-6%	16	3%	3%
Cc1ccc(C)c(CN2C(=O)c3ccccc3Sc3ccc(C(=O)NCc4cccs4)cc32)c1	0.7	·	0.5	1%	-5	-8%	-2	7%[57.1 µM]	27%[57.1 µM]
Cc1ccc(-c2ccc(=O)n(CC(=O)NCCN3C(C)CCCC3C)n2)cc1 (configuration not stated)	-0.2	-5	-0.3	-8%	1	-7%	-3	14%	14%
COc1cc(C(=O)NNC(=O)C2CSC3(C)CCC(=O)N23)cc(OC)c1OC (configuration not stated)	-1.0	41*	2.6	10%	0	-22%	1	1%	9%
CN(c1cccc(NS(=O)(=O)c2ccccc2)c1)S(C)(=O)=O	0.2	-1	-0.3	8%	-5	-9%	-3	6%[57.1 µM]	20%[57.1 µM]
Cc1ccc(C)n1N1C(=O)/C(=C\c2ccc(Cl)cc2)SC1=S	0.8	0	0.5	-3%	2	-8%	6	-11%	?
CC1=C(NCCc2ccccc2)CCC1=O	1.9	-7	0.4	0%	4	-11%	2	9%[57.1 µM]	22%[57.1 µM]
COc1ccc(C(=O)CSc2nnc(Cn3nnc4ccccc43)n2C)cc1	0.5	-7	0.5	2%	1	-12%	6	3%	7%
CC(=O)Nc1ccc(/C=N/NC(=O)c2cc3cc(C)ccc3nc2C)cc1	0.0	0	-1.2	3%	5	-15%	0	-4%	3%
Cc1cc2cc3c(cc2nc1SCC(=O)N1c2ccccc2CC1C)OCO3 (configuration not stated)	1.0	12	0.7	-2%	2	-20%	-4	12%[57.1 µM]	22%[57.1 µM]
CCc1ccc(NC(=O)NCC2CCN(c3ccc(OC)cc3)C2)cc1 (configuration not stated)	0.2	-17	-0.5	-1%	1	-7%	-9	0%	8%
CC(C)(C)c1nnc(NC(=O)CS(=O)(=O)Cc2ccccc2)s1	0.0	-3	0.9	13%	5	-7%	3	-2%[57.1 µM]	6%[57.1 µM]

Whole records as entered above. Values in the order: D2 agonist	D2 antag	TRHR agonist	mIDH1 inhibitor	PI4K2A block	USP1 inh	TRHR PAM	TrxR1 substrate	rTrxR1 inhibitor
`CCCCN(c1ccccc1)c1ncnc2c1cnn2-c1ccc(Cl)cc1` in the list: -0.4	·	0.5	-17%	7	-22%	12	6%[57.1 µM]	26%[57.1 µM]
`COc1cc(/C=N\NC(=O)c2ccc(-c3ccccc3)cc2)cc(Br)c1O` in the list: 0.6	-9	1.7	3%	1	-6%	16	3%	3%
`CC(C)(C)c1nnc(NC(=O)CS(=O)(=O)Cc2ccccc2)s1` in the list: 0.0	-3	0.9	13%	5	-7%	3	-2%[57.1 µM]	6%[57.1 µM]

More structures:
SMILES	D2 agonist	D2 antag	TRHR agonist	mIDH1 inhibitor	PI4K2A block	USP1 inh	TRHR PAM	TrxR1 substrate	rTrxR1 inhibitor
CC(=O)Nc1cc(-c2ccccc2)nn1Cc1ccc(Cl)cc1	0.4	9	0.7	6%	-2	-10%	-5	6%[57.1 µM]	10%
COC(=O)[C@@]12CCCN1[C@H](c1ccc(-c3cccc(Cl)c3)cc1)[C@H]1C(=O)N(C)C(=O)[C@H]12	-1.7	15	0.1	16%	1	-31%	-8	-5%[57.1 µM]	9%[57.1 µM]
COc1ccccc1NC(=O)CSc1nc2ccccc2c(=O)n1CCC(=O)NC1CCCCC1	2.2	·	0.3	-13%	0	-6%	-2	-2%[57.1 µM]	6%[57.1 µM]
CCc1ccc2c(c1)C1(NN=C(c3ccccc3)S1)C(=O)N2 (configuration not stated)	0.4	-33	-0.2	-5%	12	-22%	12	7%[57.1 µM]	-33%[57.1 µM]
COc1cccc(OC)c1C(=O)NC(=S)Nc1ccc2c(c1)C(=O)N(C)C2=O	1.4	-8	-0.2	4%	-1	-19%	-5	-3%	-5%
CSc1ccc(CNc2ccc(Cl)cc2)cc1	-0.1	-7	-0.2	16%	-1	17%	-1	3%	-8%
CCOc1ccc(Nc2c(S(=O)(=O)c3ccc(C)cc3)cnc3cc(OC)c(OC)cc23)cc1	·	·	-0.1	-12%	-1	-5%	5	9%	25%
Cn1c(=O)c(C(=O)NNC(=O)c2ccccc2F)c(O)c2ccccc21	1.4	0	8.4	6%	9	-5%	-2	-2%	11%
CC1=C(c2ccccc2)C(O)(c2ccccc2)C(C)C1=O (configuration not stated)	·	·	·	-10%	0	-12%	·	-10%	-16%
CN1CCN(c2ccccc2NC(=O)c2cccc(OCc3ccccc3)c2)CC1	-1.9	4	-0.3	0%	-3	-10%	4	10%	34%
COC(=O)c1ccccc1NC(=O)Nc1cc(C)ccn1	·	·	0.7	3%	3	3%	4	-1%	11%
NCCCC[C@H]1CN=C(N)N1CCc1cccc2ccccc12	·	·	·	-4%	2	14%	·	-3%	-3%
Fc1ccc(-c2noc3ncnc(NCC4CCN(Cc5ccc(Cl)cc5)CC4)c23)cc1	-1.5	·	1.6	11%	0	-9%	-3	0%	14%
O=C1CN(C(=O)c2ccco2)c2ccccc2N1	0.4	-8	0.3	8%	-2	-11%	1	-5%	?
Cc1ccc(S(=O)(=O)NCC(=O)Nc2cccc([N+](=O)[O-])c2)cc1	-0.5	-12	-0.4	9%	-3	-15%	-9	14%[57.1 µM]	17%[57.1 µM]
Cn1c(/C=N/NC(=O)c2ccccc2Br)nc2ccccc21	1.1	-6	-0.2	1%	-3	-13%	2	7%	14%
Cc1ccc(Cc2nc3ccccc3nc2SCC(=O)Nc2cccc(C(F)(F)F)c2)cc1	0.2	·	1.3	6%	0	-36%	-1	0%[57.1 µM]	13%[57.1 µM]
COc1ccc(/C=N/NC(=O)C2CC2)c(OC)c1OC	-0.2	27	0.6	-5%	-2	-21%	1	1%	11%
COc1cc(C(O)C(=O)O)ccc1O (configuration not stated)	2.0	-14	-0.5	0%	-3&-2	-24%	7	1%[57.1 µM]	-4%[57.1 µM]
COC(=O)c1[nH]c2ccccc2c1NC(=O)c1ccccc1F	7.0	11	0.0	1%	1	3%	-1	0%	9%
COc1ccc(OC)c(N(CC(=O)Nc2ccc(NC(C)=O)cc2)S(C)(=O)=O)c1	-0.5	-6	0.3	1%	2	-11%	5	8%	14%
COc1ccc(-c2ccc(-c3noc(-c4ccccc4C)n3)c(OC)n2)cc1	0.8	2	0.9	0%	3	-17%	-3	63%[activator]	?
Cc1cccc(-c2ncc(S(=O)(=O)C(C)(C)C)c(N)n2)c1	-0.7	15	0.2	13%	1	1%	13	7%[57.1 µM]	15%[57.1 µM]
CCOCC(=O)Nc1cc(C(=O)NCCc2ccccc2)ccc1Cl	0.6	-20	-1.3	2%	6	-23%	-2	4%[57.1 µM]	13%[57.1 µM]
OC(CNc1ccccc1)Cn1ccc2ccccc21 (configuration not stated)	1.1	-4	0.8	6%	5	-4%	18	-15%	19%[57.1 µM]
Going on with the list:
SMILES	D2 agonist	D2 antag	TRHR agonist	mIDH1 inhibitor	PI4K2A block	USP1 inh	TRHR PAM	TrxR1 substrate	rTrxR1 inhibitor
Cc1c(CCOC(=O)CC23CC4CC(CC(C4)C2)C3)sc[n+]1CC(=O)c1ccccc1	0.4	-14	0.9	16%	6	-15%	12	-14%	-17%
C#CCn1c(=NC(=O)c2cccs2)sc2cccc(OC)c21	1.0	30	0.4	-4%	5	-23%	-6	23%[57.1 µM]	32%[57.1 µM]
O=C(COC(=O)/C=C/c1cccc(Br)c1)NC1CC1	0.0	9	0.1	5%	0	-7%	-3	0%	1%
CSc1nc2nccc(-c3ccc(-c4ccccc4)cc3)n2n1	-0.1	7	-0.3	-10%	-7	-17%	4	85%[activator]	14%
CCOC(=O)CC(NC(=O)Cn1nnc(-c2ccc(C(F)(F)F)cc2)n1)c1ccc(OC)cc1 (configuration not stated)	0.3	·	-1.4	-6%	0	-21%	-11	-4%	3%[11.4 µM]
CCOc1ncccc1C(=O)OCC(=O)Nc1cc(S(=O)(=O)N2CCCCC2)ccc1Cl	·	·	·	0%	3	-23%	·	-8%	-7%

Compounds as they come; any-hit rate near 3.9%.
